RmlCD inh 1536 = M. tuberculosis RmlC/RmlD coupled enzyme inhibitors, primary screen, biochemical, compound mixtures, 384-well, from 1536-well plates. dTDP-4-dehydrorhamnose reductase (Mycobacterium tuberculosis (strain ATCC 25618 / H37Rv)) …. RmlC+RmlD coupled enzyme assay, percent inhibition; primary screen in compound mixtures. inhibition, % at 3.6 µM. hit rate 0.03% among 160,000. AID 1533, 2009; in the data active means inhibition mostly above about 34%, no sharp cut-off; further: some results filed as inactive read as strong as hits
Target sequence (P9WH09 whole entry, looked up): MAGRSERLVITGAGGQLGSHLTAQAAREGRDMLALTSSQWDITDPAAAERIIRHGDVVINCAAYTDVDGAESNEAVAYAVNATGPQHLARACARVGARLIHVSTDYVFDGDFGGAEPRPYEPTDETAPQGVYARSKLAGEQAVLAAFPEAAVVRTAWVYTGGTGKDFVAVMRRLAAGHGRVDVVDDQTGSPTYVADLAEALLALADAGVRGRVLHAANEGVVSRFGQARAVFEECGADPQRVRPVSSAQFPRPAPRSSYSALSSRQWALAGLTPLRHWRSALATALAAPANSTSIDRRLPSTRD
Target sequence (P9WH11 whole entry, looked up): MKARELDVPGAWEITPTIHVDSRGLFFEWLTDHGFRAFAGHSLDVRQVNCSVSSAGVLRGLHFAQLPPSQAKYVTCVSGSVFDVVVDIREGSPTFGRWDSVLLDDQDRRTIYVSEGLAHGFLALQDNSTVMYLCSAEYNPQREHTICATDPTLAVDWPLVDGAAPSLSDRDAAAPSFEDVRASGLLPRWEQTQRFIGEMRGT
M. tuberculosis GlmU = inhibition of mycobacterial GlmU enzyme – biochemical, glucosamine-1-phosphate acetyltransferase (AID 1376) | M. tuberculosis GlmU acetyltransferase enzyme assay; higher % means a stronger effect | inhibition, %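 (tested at 30 µM in the primary screen)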, or IC50 in µM where a hit was titrated | hit rate 0.25% among 220,000; in the data active means inhibition above about 13%;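 further: 0% = complete reaction with vehicle and 100% = reaction without substrate; strong numbers were not always called active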
* = called active by the depositor; nt = not tested or not shown. The list is partial; count on the stated rates, not on these rows.

Preview (two entries):
Molecule	RmlCD inh 1536	M. tuberculosis GlmU
Cn1c(SCC(=O)N2CCCCC2)nc2cccnc21	10	1.8%
COc1ccc(CCN(C)CCC(=O)Nc2cccc(C)c2)cc1OC	-9	-0.9%

Results, repeating the preview:
Molecule	RmlCD inh 1536	M. tuberculosis GlmU
Cn1c(SCC(=O)N2CCCCC2)nc2cccnc21	10	1.8%
COc1ccc(CCN(C)CCC(=O)Nc2cccc(C)c2)cc1OC	-9	-0.9%
CCN(CC)C(=O)C1CCN(Cc2cn(C)nc2-c2ccc(Oc3ccccc3)cc2)CC1	-8	4.4%
O=c1oc2ccccc2nc1/C=C(\O)c1ccccc1	15	12%
Cc1ccc(Nc2cc(C)nn2-c2nc(C)cc(C)n2)cc1	nt	0.2%
O=C(Nc1ccc(Cl)cn1)c1ccc(-c2cc(Cl)ccc2Cl)o1	12	nt
O=c1[nH]c(=S)[nH]cc1Oc1ccc(Cl)cc1Cl	-9	5.7%
COCCNC(=O)C(c1ccc(C)o1)N(CCOC)C(=O)Cn1nnc2ccccc21 (stereo not drawn)	12	-7.0%
COc1ccccc1NC(=O)c1ccc(NC(=O)COC(=O)C2(C)CC2(Cl)Cl)cc1 (stereo not drawn)	23	0.5%
O=C(/C=C/c1ccc2c(c1)OCO2)Nc1nc2ccccc2s1	-7	-2.1%
C/C(=N\NC(=O)C1(C)CC1(Br)Br)c1ccc(NC(=O)C2CCC2)cc1 (stereo not drawn)	nt	2.0%
CCOCCn1c(CN(Cc2ccccc2)Cc2ccccc2)nc2c1c(=O)[nH]c(=O)n2C	-12	0.4%
O=C1C2C3C=CC(C3)C2C(=O)N1c1ccc2c(c1)OCO2 (stereo not drawn)	-3	-5.8%
Cc1nc2ccccc2n1CC(O)Cn1c(C(F)(F)F)nc2ccccc21 (stereo not drawn)	nt	1.6%
Clc1ccc(OCc2cn3ccccc3n2)c2ncccc12	-14	-4.2%
CCNc1nc(NC(C)C)nc(Oc2ccc(/C=N/O)cc2)n1	-4	-0.1%
CCCC(CCC(=O)Nc1ccc(C(=O)OC)cc1)C(=O)O (stereo not drawn)	nt	1.6%
Cc1cccc(NC(=S)N(Cc2ccc(Br)cc2)Cc2ccc(C(=O)O)cc2)c1	-9	-2.0%
O=C(OCC(=O)N1CCOCC1)c1ccc(N2CCOCC2)c([N+](=O)[O-])c1	nt	-0.3%
NC(=O)Nc1ccc(C(=O)OCC(=O)NC2CCCCC2)cc1	3	-1.6%
CC(=O)C1=C(C)NC(=O)CC1c1ccccc1Cl (stereo not drawn)	5	-4.7%
Clc1ccc(Sc2cc(Cl)c(-c3ccccc3)nn2)cc1	18	-6.8%
COc1ccc(CN(Cc2cccn2C)S(=O)(=O)c2ccc(F)cc2)cc1	15	1.7%
COC(=O)c1ccccc1NC(=O)NCC1CCCO1 (stereo not drawn)	5	5.9%
COc1ccc(C(=O)N2CCC(O)(c3ccc(F)cc3)CC2)cc1OC	29	5.0%
COc1cc(-n2ccnc2SC)c(Cl)cc1Cl	13	-9.9%
Cc1cc(NCCCN2CCOCC2)n2nc(C)c(-c3ccccc3)c2n1	6	-3.2%
O=C(CCCCCn1c(=S)[nH]c2ccc(N3CCOCC3)cc2c1=O)NCCc1ccccc1	-10	2.6%
Cc1ncc(CSc2nnnn2-c2ccccc2)c(N)n1	4	-5.5%
COc1cccc(NC(=O)Nc2nnc(CC(=O)NCc3ccccc3)s2)c1	11	-0.5%
O=C(c1ccccc1)N1CCCCC(S(=O)(=O)c2ccccc2)C1=O (stereo not drawn)	5	2.8%
CCC(=O)n1nc(-c2ccco2)nc1N	-7	5.9%
O=C(CNC(=O)C1CCCCC1)OCC(=O)c1ccc(Cl)s1	13	-0.3%
CCCCN(C)CCNC(=O)Cn1ncc2c(=O)oc3ccc(C)cc3c21	7	-2.1%
COC(=O)c1cc2ccsc2n1CC(=O)Nc1cc(Cl)ccc1OC	7	0.8%
Clc1cccc(-c2nnc(-c3ccno3)o2)c1	8	1.5%
Cc1ccccc1S(=O)(=O)c1c(C)cc(-c2ccccc2)[nH]c1=O	nt	-3.3%
CCCCNC(=O)CNC(=O)c1cccs1	3	-2.8%
Cc1onc(-c2c(F)cccc2Cl)c1-c1nnc(-c2ccc(C(F)(F)F)cc2)o1	3	nt
Cc1ccc(NC(=S)N(CCCN2CCOCC2)Cc2ccco2)cc1Cl	24	3.3%
Cc1ccc(C(=O)CSc2nc(-c3ccccc3)cc(=O)[nH]2)cc1	-7	3.1%
Cc1ccc2[nH]c(=O)c(CN(Cc3cccs3)S(=O)(=O)c3ccc4c(c3)OCCO4)cc2c1	nt	-2.8%
CCOC(=O)CCNC(=O)N1CCCC(C(=O)c2cccc(Cl)c2)C1 (stereo not drawn)	-4	0.4%
Cc1ccc(S(=O)(=O)NCCSC(C)(C)C)cc1	19	3.3%
CC(C)n1cc(NC(=O)c2cc(-c3ccccc3)on2)cn1	-10	-2.1%
Cc1ccc(N(C(=O)C(F)(F)F)C(C(=O)NC2CCCCC2)c2cccs2)cc1 (stereo not drawn)	0	-4.0%
O=C(c1ccc(SCc2cccc(Br)c2)c([N+](=O)[O-])c1)N1CCN(c2ccccn2)CC1	8	5.8%
COc1cccc(Nc2ncc(C(=O)O)c3ccccc23)c1	-4	3.3%
CCOC(=O)C(Cc1ccccc1)NC(C)=O (stereo not drawn)	-7	-4.8%
O=C(CSCc1ccco1)c1cccs1	nt	2.7%

Other records:
Molecule	RmlCD inh 1536	M. tuberculosis GlmU
O=C(Nc1ccc(OC(=O)N2CCCC2)cc1)N1CCOCC1	-1	2.1%
O=C(Cc1ccccc1F)NCC(c1ccco1)N1CCCCC1 (stereo not drawn)	2	9.2%
C/C=C/C=C/C(=O)N1CC2(CC(c3cccc(NC(=O)/C=C/C)c3)=NO2)C[C@@H]1C(N)=O (stereo partly drawn)	-1	-4.4%
Cc1ccc(S(C)(=O)=N/C=C2\C(=O)c3sccc3N(C)S2(=O)=O)cc1 (stereo not drawn)	7	nt
Cc1nc2ccccc2c(=O)n1/N=C/c1ccc([N+](=O)[O-])o1	11	1.9%
COc1ccc(NC(=O)C(=O)NCCCn2ccnc2)cc1	4	-5.7%
Cc1cccc(-n2ncc3c(N(C)C4CCCCC4)ncnc32)c1	nt	0.5%
CCCCC(=O)Nc1ccc(C(=O)NNC(=O)CCCOc2ccc(Cl)cc2Cl)cc1	5	-0.1%
CC(C)c1cccc(C(C)C)c1O	nt	-2.1%
O=C(CSc1nnc(Nc2ccccc2F)s1)NCc1ccco1	-11	-0.8%
Cc1cc(C)c(S(=O)(=O)NCCCN2CCOCC2)cc1Br	nt	1.1%
Cc1cc(NS(=O)(=O)c2ccc3c(c2)OCCO3)no1	nt	9.8%
Cc1cc(C(=O)N2CC(C)CC(C)C2)n(-c2ccccc2)n1 (stereo not drawn)	-4	3.8%
CCc1ccc(CCC(=O)Nc2sc3c(c2C#N)CCCC3)o1	nt	0.1%
CCn1c(NC)cc(=O)n(C)c1=O	nt	-3.6%
O=C(CSc1nnc(NC(=O)Cc2ccccc2)s1)NCc1ccco1	-10	-1.0%
Cc1[nH]c2ccccc2c1/C=N/NC(=O)CNC(=O)c1ccccc1	3	3.9%
CCCCN1C(N)=NC[C@H]1Cc1ccc(O)cc1	nt	-3.5%
COc1cccc(C(=O)N2CCN(Cc3ccccc3C(F)(F)F)CC2)c1	nt	-0.5%
CCSc1nnc(NC(=O)Cc2ccc(OC)cc2)s1	-2	-3.9%
CCOC(=O)C1CCCN(Cc2cn(C)nc2-c2ccc3c(c2)OCCO3)C1 (stereo not drawn)	-11	-8.8%
CC(C)N=C(NC#N)SCC(=O)NC(C)(C)C	-1	0.9%
O=C1C=C(NCCN2CCOCC2)CC(c2ccccc2)C1 (stereo not drawn)	14	5.0%
CCOc1ccc(NC(=S)C(C#N)=C2N(C)c3ccccc3N2C)cc1	13	-4.5%
COC(=O)c1c(NC(=O)C2CCCCC2C(=O)O)sc2c1CCCCC2 (stereo not drawn)	-14	11%

18 entries from above, set out differently.
Below each compound – RmlCD inh 1536, M. tuberculosis GlmU
- COC(=O)c1cc2ccsc2n1CC(=O)Nc1cc(Cl)ccc1OC
  7, 0.8%
- Clc1cccc(-c2nnc(-c3ccno3)o2)c1
  8, 1.5%
- Cc1ccccc1S(=O)(=O)c1c(C)cc(-c2ccccc2)[nH]c1=O
  nt, -3.3%
- CCCCNC(=O)CNC(=O)c1cccs1
  3, -2.8%
- Cc1onc(-c2c(F)cccc2Cl)c1-c1nnc(-c2ccc(C(F)(F)F)cc2)o1
  3, nt
- Cc1ccc(NC(=S)N(CCCN2CCOCC2)Cc2ccco2)cc1Cl
  24, 3.3%
- Cc1ccc(C(=O)CSc2nc(-c3ccccc3)cc(=O)[nH]2)cc1
  -7, 3.1%
- Cc1ccc2[nH]c(=O)c(CN(Cc3cccs3)S(=O)(=O)c3ccc4c(c3)OCCO4)cc2c1
  nt, -2.8%
- CCOC(=O)CCNC(=O)N1CCCC(C(=O)c2cccc(Cl)c2)C1 (stereo not drawn)
  -4, 0.4%
- Cc1ccc(S(=O)(=O)NCCSC(C)(C)C)cc1
  19, 3.3%
- CC(C)n1cc(NC(=O)c2cc(-c3ccccc3)on2)cn1
  -10, -2.1%
- Cc1ccc(N(C(=O)C(F)(F)F)C(C(=O)NC2CCCCC2)c2cccs2)cc1 (stereo not drawn)
  0, -4.0%
- O=C(c1ccc(SCc2cccc(Br)c2)c([N+](=O)[O-])c1)N1CCN(c2ccccn2)CC1
  8, 5.8%
- COc1cccc(Nc2ncc(C(=O)O)c3ccccc23)c1
  -4, 3.3%
- CCOC(=O)C(Cc1ccccc1)NC(C)=O (stereo not drawn)
  -7, -4.8%
- O=C(CSCc1ccco1)c1cccs1
  nt, 2.7%
- O=C(Nc1ccc(OC(=O)N2CCCC2)cc1)N1CCOCC1
  -1, 2.1%
- O=C(Cc1ccccc1F)NCC(c1ccco1)N1CCCCC1 (stereo not drawn)
  2, 9.2%

Carrying on.
Molecule	RmlCD inh 1536	M. tuberculosis GlmU
O=c1c(F)cn(C2CCCO2)c(=O)n1Cc1ccc(Cl)cc1 (stereo not drawn)	nt	7.0%
CCOC(=O)c1c(C)[nH]c(C(=O)CN2C(=O)NC(C)(c3ccc(C)cc3)C2=O)c1C (stereo not drawn)	nt	1.0%
O=C(c1cc2c(s1)CCCC2)n1cccn1	-3	1.5%
COc1ccc(OC2OC3COC(C)(C)OC3C(O)C2NC(C)=O)cc1 (stereo not drawn)	6	-3.9%
CCOC(=O)C1=C(CNCc2ccc(C)cc2)NC(=O)NC1c1ccc(OC)cc1 (stereo not drawn)	-8	8.1%
CCOC(=O)/C(=C\Nc1ccccc1C(F)(F)F)Sc1ncc(C(F)(F)F)cc1Cl	27	0.6%
COc1ccc(-n2cnnc2SCC(=O)Nc2cccc(S(=O)(=O)N3CCCCC3)c2)cc1	18	-2.5%
CC(=O)N1CCc2cc(S(=O)(=O)N3CCc4ccccc4C3)ccc21	-4	5.7%
CS(=O)(=O)c1ccc2nc(NC(=O)C3=NN(c4ccccc4)C(=O)CC3)sc2c1	-5	-0.1%
COCCn1c(SCc2cc(C(C)=O)ccc2OC)nc2cc(Cl)ccc2c1=O	nt	4.0%
CSCCC(C(=O)Nc1ccc2c(c1)OCO2)N1C(=O)c2ccccc2C1=O (stereo not drawn)	nt	1.2%
CCN1CCN(CCCNC(=O)c2ccc3c(c2)NC(=O)c2ccccc2S3)CC1	6	1.5%
COC(Cn1c(-c2cccc(S(=O)(=O)N(C)C)c2)n[nH]c1=S)OC	2	-2.4%
CCOC(=O)c1c(NC(=O)N/N=C/c2ccccc2OCC)sc(C(C)=O)c1C	8	-9.2%
Cc1ccsc1-c1nc(CSCC(=O)N2CCC3(CC2)OCCO3)c(C)o1	21	-5.0%
O=C(O)CNS(=O)(=O)c1cc(Cl)c(Cl)cc1Cl	6	0.9%
O=c1n(CCCN2CCN(c3cccc(Cl)c3)CC2)nc2ccccn12	nt	2.2%
Cn1c(CN2CCCCC2)nc2cc(NC(=O)c3cccs3)ccc21	4	-2.8%
O=C(Nc1cccc(Cl)c1)Nc1nnc(CSCCOc2ccc(Cl)cc2)s1	10	-7.8%
CC(C)C(=O)Nc1nnc(SCC(=O)Nc2ccc3c(c2)OCO3)s1	7	4.6%
Cc1noc(C)c1C(=O)OCC(=O)NCCC1=CCCCC1	nt	3.7%
COc1cnn(-c2ccc(Br)cc2)c(=O)c1SCc1ccccc1	-1	0.7%
CCOC(=O)c1cnn2c(C)cc(-c3ccc(F)cc3)nc12	nt	-0.6%
COc1ccc(NC(=O)COc2ccc(-c3nn(C)c(=O)c4ccccc34)cc2)cc1	13	-4.7%
COc1c(Cl)ccc(Cl)c1C(=O)NCc1ccco1	6	4.9%
Cc1c(Cl)c(-c2n[nH]c(=S)n2-c2ccccc2)nn1C	nt	-6.5%
Cc1ccccc1CN(c1ccc(C(N)=O)cc1)S(C)(=O)=O	-6	1.5%
